Pol kappa inh: blocks human DNA polymerase kappa activity; Q9UBT6; purified Pol kappa, fluorescent DNA synthesis assay, 10 min; Potency, µM (top dose mostly 107 µM), inactives show at the top dose activity, negative = inhibition, usual class: inhibitors; 0.53% of 400,000 active; AID 588579; further: potency means the concentration at half of the fitted maximal effect; on the % scale 0 is the no-effect control and ±100 the full control effect
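10 nM Pol kappa was preincubated with compounds for 15 min at room temperature. Reaction started with 50 nM (final) substrate. Fluorescence read kinetically at 0 and 10 min.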
BLM helicase inh: blocks DNA unwinding by human BLM helicase; recombinant BLM DNA unwinding, fluorescence dequenching; 0.2% of 350,000 active; Potency, µM (top dose mostly 56.1 µM), inactives show at the highest dose activity change, negative = inhibition, most hits filed as inhibitors; AID 2528; P54132;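 further: potency means the concentration at half of the fitted maximal effect; plate controls were vehicle for no effect and no enzyme for full effect; nearly all actives have a fitted effect of over 35% in size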
Target sequence (P54132 whole entry, looked up): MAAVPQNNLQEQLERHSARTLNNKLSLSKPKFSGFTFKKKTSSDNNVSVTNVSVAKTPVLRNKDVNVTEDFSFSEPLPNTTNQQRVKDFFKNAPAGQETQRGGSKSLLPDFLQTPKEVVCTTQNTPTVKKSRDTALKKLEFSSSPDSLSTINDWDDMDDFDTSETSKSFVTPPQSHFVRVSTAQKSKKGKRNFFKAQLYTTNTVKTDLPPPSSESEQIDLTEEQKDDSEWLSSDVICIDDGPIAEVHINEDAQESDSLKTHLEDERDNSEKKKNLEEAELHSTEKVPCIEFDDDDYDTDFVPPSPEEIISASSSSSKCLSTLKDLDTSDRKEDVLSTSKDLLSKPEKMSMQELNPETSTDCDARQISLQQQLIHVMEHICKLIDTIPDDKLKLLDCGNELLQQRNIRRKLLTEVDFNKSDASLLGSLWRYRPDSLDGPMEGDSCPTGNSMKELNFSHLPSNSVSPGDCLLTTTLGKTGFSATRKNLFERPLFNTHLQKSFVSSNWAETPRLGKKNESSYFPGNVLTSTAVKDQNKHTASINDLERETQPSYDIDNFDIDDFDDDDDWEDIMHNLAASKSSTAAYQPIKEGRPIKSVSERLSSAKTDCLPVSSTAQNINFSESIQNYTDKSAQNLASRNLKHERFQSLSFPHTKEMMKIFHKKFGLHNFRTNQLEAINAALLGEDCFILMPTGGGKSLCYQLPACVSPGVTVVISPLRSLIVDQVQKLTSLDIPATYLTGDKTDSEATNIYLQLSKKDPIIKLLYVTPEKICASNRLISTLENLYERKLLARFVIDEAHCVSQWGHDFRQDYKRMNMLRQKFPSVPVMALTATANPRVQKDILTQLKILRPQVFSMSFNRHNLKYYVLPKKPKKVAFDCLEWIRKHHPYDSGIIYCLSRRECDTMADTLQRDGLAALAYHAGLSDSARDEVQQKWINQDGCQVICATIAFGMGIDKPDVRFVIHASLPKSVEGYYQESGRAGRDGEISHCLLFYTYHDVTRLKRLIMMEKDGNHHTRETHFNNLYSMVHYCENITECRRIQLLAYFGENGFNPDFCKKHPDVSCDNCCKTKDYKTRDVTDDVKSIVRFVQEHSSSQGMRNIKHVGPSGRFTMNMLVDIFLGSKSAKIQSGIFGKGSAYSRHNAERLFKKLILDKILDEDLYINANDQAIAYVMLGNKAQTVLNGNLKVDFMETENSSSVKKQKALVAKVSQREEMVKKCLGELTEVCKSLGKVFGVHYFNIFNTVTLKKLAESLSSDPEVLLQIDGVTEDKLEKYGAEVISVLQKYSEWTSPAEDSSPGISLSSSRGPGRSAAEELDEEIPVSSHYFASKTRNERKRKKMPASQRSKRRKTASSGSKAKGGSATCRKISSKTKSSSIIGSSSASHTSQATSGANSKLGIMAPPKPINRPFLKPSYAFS
APE1 inh: blocks human APE1 abasic DNA cleavage. P27695. recombinant APE1, TAMRA/BHQ-2 abasic DNA cleavage fluorescence. Potency, µM (series often up to 65.8 µM), for the others: top-dose activity change, negative = inhibition, most hits filed as inhibitors. 0.35% of 350,000 active;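 further: potency means the concentration at half of the fitted maximal effect; plate controls were vehicle for no effect and reference inhibitor for full effect; nearly all actives have a fitted effect of over 55% in size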
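0.75 nM APE1 + cpd, 15 min RT; start w/ 50 nM TAMRA/BHQ-2 THF-abasic dsDNA; kinetic fluor 525/598 nm ×3 reads @60 s; Δ(read3−read1); normalized to DMSO and NSC13755 control wells.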
Pol iota inh: DNA polymerase iota (human) inhibition; 1% of 390,000 active; Q9UNA4; Pol iota fluorescent replication assay, 10 min; Potency, µM (doses to about 115 µM), without a hit: at the highest dose activity, negative = inhibition, hits mostly inhibitors; further: potency means the concentration at half of the fitted maximal effect
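Pol iota at 10 nM preincubated 15 min with compounds at room temperature; reaction started with fluorescent substrate, 50 nM final. Fluorescence read kinetically at 0 and 10 min; buffer-only wells as negative control.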
Apoferritin bind: binds horse apoferritin like a general anesthetic | apoferritin/1-aminoanthracene competitive binding, fluorescence | Potency, µM (titrated, usually from 77.5 µM), for inactives: at the top dose activity change, negative = displacement, usual class: inhibitors | 0.074% of 350,000 active | AID 485281; further: potency means the concentration at half of the fitted maximal effect; on the % scale 0 is the no-effect control and ±100 the full control effect; nearly all actives have a fitted effect of over 20% in size
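Concentration-response curves derived by four-parameter Hill fitting of normalized fluorescence, where compounds displaced 1-AMA from 10 uM horse apoferritin following a brief 10 min room-temperature incubation; propofol titration acted as positive control.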
POLB inh: DNA polymerase beta (human) inhibition; P06746; Pol beta primer extension/strand displacement, fluorescence kinetic; Potency, µM (titrated, usually from 114 µM), inactives show top-dose activity change, negative = inhibition, most hits filed as inhibitors; 1.3% of 340,000 active; AID 485314; further: potency means the concentration at half of the fitted maximal effect; on the % scale 0 is the no-effect control and ±100 the full control effect
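Homogeneous kinetic assay of primer extension and strand displacement by 10 nM Pol beta, preincubated 15 min at room temperature with compound before 50 nM substrate (final) was added. Read at 0 and 10 min; four-parameter Hill fit.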
ERG-DNA inh: ERG Ets/DNA interaction inhibition. P11308. fluorescence polarization, His-ERG Ets domain / labelled DNA. Potency, µM (doses to about 76.9 µM), for the others: at the highest dose FP activity, negative = inhibition, usual class: inhibitors. 0.028% of 370,000 active; active means well fitted inhibition curve with a large enough effect in the polarisation, with a control signal flat; inconclusive means small, poorly fitted or top-dose-only effect, or effect the other way, or a change in a side signal; inactive means no such curve, though single readings can be large or run the other way; the % refers to the polarisation;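 further: polarization taken with two DNA probes labelled with fluorescein and Texas red; potency means the concentration at half of the fitted maximal effect; % of control where 0% means no effect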
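His-tagged ERG Ets domain (1 uM in the protein solution; 300mM KCl, 50mM Tris-HCl, 1mM EDTA, 1mM DTT, pH 7.5) received compound, then a probe mix of 5 nM fluorescein-DNA and 100nM Texas-615-DNA. Fluorescence polarization was read for both dyes.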
12-LOX inh: blocks human arachidonate 12S-lipoxygenase; purified 12hLO, xylenol orange hydroperoxide absorbance; Potency, µM (highest dose often 108 µM), for the others: top-dose activity change, negative = inhibition, most hits filed as inhibitors; 1.1% of 580,000 active; AID 1671190; further: potency means the concentration at half of the fitted maximal effect; on the % scale 0 is the no-effect control and ±100 the full control effect
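Purified human 12hLO (150 nM final) in 25 mM Hepes, 0.01% Triton X-100, pH 7.0 was preincubated 15 min at room temperature with compound. Then 40 uM arachidonic acid was added, 30 min. Hydroperoxide was read by Fe-XO absorbance ratio 573/405 nm.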
TRHR agonist: TRH receptor (human) agonism. P34981. 0.18% of 360,000 active. TRHR cells, calcium flux fluo-8, FDSS agonist mode. activation, % at 2 µM; in the data active means activation above about 30%; further: 0% is about no effect
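TRHR-expressing cells loaded with fluo-8 calcium dye; 23 nL library compound pin-transferred, kinetic FDSS fluorescence (Ex 480/Em 530) recorded about 180 s for agonist-induced calcium release, before a 10 nM TRH EC20 addition for potentiator mode.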
An asterisk follows results filed as active; ? = inconclusive; . = no result given; [ ] = another dose, or the depositor's remark. Unless noted, the call rests on the fitted dose curve; in most records, active means well fitted curve in the direction sought with a large enough effect; inconclusive means small, poorly fitted or top-dose-only effect, or another doubt; inactive means no such curve, though single readings can be large; an effect the other way counts as inactive or inconclusive.

Every second line gives: Pol kappa inh	BLM helicase inh	APE1 inh	Pol iota inh	Apoferritin bind	POLB inh	ERG-DNA inh	12-LOX inh	TRHR agonist
O=[N+]([O-])c1ccc(N2CCOCC2)cc1O
    1%	0%	1%	-9%	-7%	-23%	2%	-88%	-0.4
Cc1ccc(C(c2nnnn2C2CCCCC2)N2CCN3CCCC3C2)cc1 (stereo not drawn)
    -12%	-2%	-5%	18%	-13%	2%	-5%	1%	0.6
Cc1ccsc1C=C1C(=O)c2ccccc2C1=O
    -6%	-1%	-8%	?	-18%	6%	-10%	?	0.2
Cc1cc(C(=O)OC(C)C(=O)Nc2cccc(Cl)c2)on1 (stereo not drawn)
    -1%	.	21%	2%	.	.	6%	-4%	0.1
OC(CSc1ccccc1)CN1CCN(c2ccc(Cl)cc2)CC1 (stereo not drawn)
    -2%	.	.	-6%	.	.	-1%	-29%	.
COC(=O)c1[nH]c2ccccc2c1NC(=O)CN1CCN(Cc2ccc3c(c2)OCO3)CC1
    -25%	5%	2%	1%	?	2%	4%	-12%	0.5
CC(C)(C)OC(=O)N(Cc1ccccc1)Cc1cccc(OCc2cccc(NC(=O)c3ccccc3)c2)c1
    -2%	.	.	15%	.	.	12%	15%	.
Cc1cccc(CSc2cn(CC(=O)N3CCCCC3)c3ccccc23)c1
    -21%	-6%	.	14%	129%[activator]	4%	0%	?	1.0
COc1ccc(OC)c2[nH]c(C(=O)N3CCC(C(=O)O)CC3)cc12
    3%	-4%	-9%	-31%	7%	4%	-5%	-1%	0.4
Cc1ccc(S(=O)(=O)N(C)Cc2ccc(-c3nnc4n3CCC4)cc2)cc1
    6%	-5%	-3%	-3%	-12%	13%	0%	0%	-1.1
O=C(Nc1ccc2oc(-c3cccnc3)nc2c1)c1ccc(-c2ccc(OC(F)(F)F)cc2)o1
    6%	-3%	.	112%[activator]	1%	?	-1%	-11%	1.0
CC(CC(=O)Nc1ncc([N+](=O)[O-])s1)c1ccccc1 (stereo not drawn)
    -20%	-8%	-6%	17%	35µM*	-9%	5%	?	4.5
CC(=O)Nc1c(Br)cc2c(c1Br)Cc1cc([N+](=O)[O-])ccc1-2
    0%	.	.	43%[activator]	.	.	-2%	-15%	.
Cc1cc(=O)n(CC(=O)N2CCCCC2)c2c1c(C)nn2C
    -1%	5%	.	20%	-7%	11%	2%	-19%	0.3
Cc1ccc(NC(=O)CSCC(=O)N(C)CC(=O)Nc2cccc(F)c2)cc1
    -8%	.	8%	22%	.	.	-4%	?	-0.3

More compounds
Every second line gives: Pol kappa inh	BLM helicase inh	APE1 inh	Pol iota inh	Apoferritin bind	POLB inh	ERG-DNA inh	12-LOX inh	TRHR agonist
COc1ccccc1CNC(=O)CSc1ccc(Br)cc1
    -1%	-1%	-7%	17%	-13%	-6%	-2%	3%	-1.0
CCOc1cc(CNc2ccc(S(N)(=O)=O)cc2)ccc1OCC(=O)NC(C)(C)C
    -12%	-3%	-1%	41%[activator]	-3%	30%	34%[activator]	16%	-0.3
O=C(CN1CCc2cc3c(cc2C1)OCCCO3)Nc1cccc(Br)c1
    1%	-9%	47%[activator]	14%	1%	3%	0%	5%	0.2
Cc1nc2scc(-c3ccccc3)c2c(=O)n1/N=C/c1ccco1
    -17%	-3%	12%	5%	?	12%	-1%	0%	0.6
N#Cc1cccc(Nc2c3c(nc4ccccc24)CCCC3)c1
    -5%[60.1 µM]	-5%	1%	23%	?	?	-2%	-11%	0.7
Cc1ccccc1NC(=O)OCc1cn(-c2ccc(Cl)cc2)nn1
    -18%	-5%	0%	21%	-8%	-12%	6%	5%	0.0
O=C(Oc1ccc(Br)cc1C(=O)/C=C/c1ccccc1F)c1ccco1
    -14%	.	.	?	.	.	4%	14%	.
CCCCn1c(N)c(N(CCOC)C(=O)c2cc(S(=O)(=O)N3CCCCC3)ccc2Cl)c(=O)[nH]c1=O
    -7%	-2%	26%	20%	-1%	8%	3%	11%	0.2
NC(=O)C1CCN(CC(O)COCc2ccccc2Cl)CC1 (stereo not drawn)
    -14%	-1%	13%	16%	-6%	31%	-1%	0%	0.4
CCCCc1ccc(NC2=NCC(=O)N2CCc2ccccc2)cc1
    -18%	-8%	1%	109%[activator]	-9%	0%	-2%	-19%	-0.3
CC(C)(C)NCC(O)COc1ccccc1C1CCCC1 (stereo not drawn)
    -7%	.	31%	-7%	.	.	-4%	-3%	1.7
CCN1C(=O)/C(=C/C=C2/SCCN2C)SC1=S
    -15%	0%	-1%	-5%	?	6%	-2%	5%	16
CCOc1ccc(NC(=O)CSc2nnc(Cc3cccn3C)n2-c2ccc(OC)cc2)cc1
    -12%	-10%	14%	-12%[58.9 µM]	-13%	5%	4%	0%	-1.3
CCc1ccc(Nc2n[n+](-c3ccccc3)c(-c3cccc(C)c3)s2)cc1
    11%	.	50%[activator]	-6%	.	.	-9%	?	0.1
CCOC(=O)C1CSC(CC(=O)Nc2ccc(Cl)c(Cl)c2)C(=O)N1 (stereo not drawn)
    -25%	-3%	-5%	10%	?	9%	-2%	?	-0.1

Two compounds from above with just Pol kappa inh.
SMILES,Pol kappa inh
NC(=O)C1CCN(CC(O)COCc2ccccc2Cl)CC1 (stereo not drawn),-14%
COc1ccccc1CNC(=O)CSc1ccc(Br)cc1,-1%

Next part
Every second line gives: Pol kappa inh	BLM helicase inh	APE1 inh	Pol iota inh	Apoferritin bind	POLB inh	ERG-DNA inh	12-LOX inh	TRHR agonist
CC[C@]12c3[nH]c4ccccc4c3CCN1C(=O)C(CC(=O)NCCCOC)C[C@@H]2C(=O)N1CCN(C(=O)c2ccco2)CC1 (stereo partly drawn)
    -5%	.	3%	18%	.	.	-16%	-10%	.
CC(C)CNC(=S)N1CCN(Cc2ccc3c(c2)OCO3)CC1
    -8%	-6%	3%	27%	-4%	?	9%	?	-0.2
O=C(NCc1cccnc1)C1c2ccccc2C(=O)N1C1CCCC1 (stereo not drawn)
    5%	0%	-2%	20%	19%	1%	-15%	-11%	0.3
COc1ccccc1C(=O)NC(CCSC)C(=O)NCc1ccncc1 (stereo not drawn)
    -19%	.	6%	19%	.	.	-5%	-2%	0.6
Cc1ccc(Cl)cc1NC(=O)/C(C#N)=C\c1cn(Cc2ccc(F)cc2)c2ccccc12
    ?	-4%	.	89µM*	7%	-7%	10%	?	4.0
COc1ccc(OC)c(C(O)c2coc3ccc(O)c(CN(C)C)c23)c1 (stereo not drawn)
    -7%	0%	-2%	22%	-23%	-20%	-11%	0%	0.4
Cc1ncsc1C(=O)NCc1ccc(N2CCCC2=O)cc1
    -15%	2%	-2%	-4%[58.9 µM]	-9%	17%	-12%	2%	-0.6
Cc1cccc(NC(=O)CSC2=NN3CCCC(=O)N=C3S2)c1C
    -16%	-5%	-1%	23%	-9%	-21%	10%	15%[57.4 µM]	1.1
O=C(/C=C/c1ccco1)Nc1cc(Cl)ccc1C(=O)O
    ?	38%[activator]	?	?	-1%	22µM*	-1%	?	0.0
CCOC(=O)C1=C(C)N=C2SCCC(=O)N2C1c1cccs1 (stereo not drawn)
    5%	-1%	2%	3%	-13%	34%[activator]	-3%	13%	0.1
CC(=O)CC1(OC(C)=O)C(=O)N(C)c2ccccc21 (stereo not drawn)
    1%	-6%	3%	37%[activator]	-2%	-2%	16%	2%	0.7
NC(=O)CN(c1ccc(Cl)cc1)S(=O)(=O)c1ccccc1
    -4%	3%	2%	4%	-5%	6%	11%	-12%	0.0
CCSc1ncccc1C(=O)N[C@@H](CCSC)C(=O)OC
    -6%	-1%	14%	10%	4%	9%	8%	0%	0.5
COc1ccc(NC(C#N)c2ccc(OC)cc2)cc1 (stereo not drawn)
    -10%	-3%	-2%	10%	-6%	10%	0%	-15%	0.2
Cc1ccc(S(=O)(=O)N2CCCc3cc(NC(=O)c4ccccc4Cl)ccc32)cc1
    -8%[60.1 µM]	-7%	.	?	22%	3%	?	-21%	-1.1

Additional results:
Every second line gives: Pol kappa inh	BLM helicase inh	APE1 inh	Pol iota inh	Apoferritin bind	POLB inh	ERG-DNA inh	12-LOX inh	TRHR agonist
O=C(O)c1ccc(CSc2nnc(-c3ccco3)n2-c2ccccc2)cc1
    -6%	-6%	8%	9%	-2%	-2%	12%	3%	0.1
O=C1CCCc2c1[nH]c1ccccc21
    -10%	-1%	-3%	32%[activator]	-7%	19%	-2%	0%	0.0
Clc1ccccc1-c1nnc2sc(-c3cccs3)nn12
    -8%	-1%	7%	3%	-20%	-7%	0%	-14%	-0.4
CCCN1CCN(C(=O)C2CCN(c3nnc(C)c4c(C)n(-c5ccc(C)cc5)nc34)CC2)CC1
    -3%	1%	-23%	21%	-15%	21%	9%	6%	-0.7
O=C(Nc1ccccc1Cl)Nc1ccccc1Cl
    -1%	0%	21%	30%	3%	27%	-10%	6%	0.8
COc1ccc(NC(=O)COc2ccccc2C(=O)NCC(c2ccccc2)N(C)C)cc1Cl (stereo not drawn)
    2%	-3%	-13%	?	-12%	35%	0%	?	0.2
O=C(CSc1ncnc2c1nnn2Cc1ccc(F)cc1)NC1CCCC1
    -7%	-8%	-2%	71%[activator]	-6%	1%	15%	17%	0.0
Nc1nc(-c2ccccc2)c(-c2ccc([N+](=O)[O-])cc2)s1
    -2%	-5%	-12%	16%	3%	1%	15%	?	21
COc1ccc(NC(=O)N2CCc3ccccc3C2)cc1
    -9%	-7%	18%	25%	-11%	16%	7%	0%	0.1
CCOc1cc(/C=N\NC(=O)CN2CCOCC2)ccc1OCc1ccc(F)cc1
    -1%	0%	-2%	54%[activator]	-10%	37%	17%	-1%	-0.1
Cc1cccc(OCc2nnc3n2CCCCC3)c1
    -3%	0%	0%	3%	-11%	15%	-3%	8%	-0.1

Compound activity: PubChem, National Center for Advancing Translational Sciences (NCATS)

An excerpt; the hit share may differ from the screen's.
